MEKK2wt PB1 HTS: modulators of MEK5 binding to wildtype MEKK2, primary screen, biochemical, multiplex bead flow cytometry, Alexa488-MEK5 | AID 1531, 2009 | Alexa488-MEK5 binding to MEKK2 WT; actives lie on both sides | Mitogen-activated protein kinase kinase kinase 2 (Homo sapiens), Q9Y2U5 | binding response (% of control), % at 10 µM | hit rate 1.1% among 290,000; in the data active means binding response below about 67% or above about 130%
OXTR ag: human OXTR agonists, primary screen, fluorescence, CHO-OTR cells, Fluo-8 calcium; Oxytocin receptor (Homo sapiens), P30559; Fluo-8 calcium fluorescence; normalized: DMSO 0%, oxytocin 100%; activation, % at 3 µM; hit rate 0.32% among 320,000; AID 2435, 2010;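 active means activation above the mean of all tested compounds plus 3 SD, cutoff set per screening run, cut at about 20% in these data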;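 further: peak over basal fluorescence ratio from a 100 s FLIPR kinetic read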
Target sequence (P30559 whole entry, looked up): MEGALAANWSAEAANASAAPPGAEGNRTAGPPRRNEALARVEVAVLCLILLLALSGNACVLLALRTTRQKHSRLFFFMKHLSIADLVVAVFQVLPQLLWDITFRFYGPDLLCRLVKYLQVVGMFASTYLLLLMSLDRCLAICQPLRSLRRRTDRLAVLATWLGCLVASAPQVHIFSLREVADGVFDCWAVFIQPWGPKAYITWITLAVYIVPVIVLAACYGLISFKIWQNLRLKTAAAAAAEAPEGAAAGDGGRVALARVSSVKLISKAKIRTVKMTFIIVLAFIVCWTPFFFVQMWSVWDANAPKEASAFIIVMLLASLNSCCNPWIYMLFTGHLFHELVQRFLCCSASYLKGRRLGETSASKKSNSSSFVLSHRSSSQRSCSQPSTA
OXTR potentiate: human OXTR potentiators, primary screen, fluorescence, CHO-OTR cells, Fluo-8 calcium | Fluo-8 calcium fluorescence, potentiator mode; 0% = oxytocin EC15, 100% = EC100 | activation, % at 3 µM | AID 2445, 2010 | hit rate 0.061% among 320,000;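 active means activation above that plate's cutoff, the mean activation of tested compounds plus 3 SD, cut at about 6.6% in these data, passing the limit was not always enough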;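 further: 100% uses oxytocin at 75 nM as the full agonist control; some results filed as inactive read as strong as hits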
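Dosing: Single dose, 3.0 µM nominal final compound concentration | Material: Human OTR in CHO cells | Technique: Kinetic Fluo-8 calcium fluorescence | Benchmarks: EC15 oxytocin alone as 0%, 75 nM oxytocin as 100% | Probe or stimulus: Oxytocin at about EC15, sub-maximal agonist stimulus | Incubation: Compound 6 min at room temperature before oxytocin, 100 s read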
PfM18AAP inh: PfM18AAP inhibitors, malaria aminopeptidase, primary screen, biochemical, QFRET, recombinant enzyme | M18 aspartyl aminopeptidase (Plasmodium falciparum 3D7) | H-Glu-NHMec fluorogenic cleavage | inhibition, % at 7.35 µM | hit rate 1.2% among 290,000 | AID 1822, 2009;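 active means inhibition above the campaign mean inhibition over all tested compounds plus 3 SD, cut at about 28% in these data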;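 further: 0% = plate median of test compound wells and 100% = 2 mM ZnCl2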
MEKK2mut PB1 HTS: MEK5 binding signal on mutant MEKK2 PB1, primary screen, biochemical, multiplex bead flow cytometry, Alexa488-MEK5; percent response, % at 10 µM; Alexa488-MEK5 binding to MEKK2 mutant; hit rate 0.35% among 290,000; AID 1530, 2009; in the data active means percent response above about 24%, passing the limit was not always enough; further: inactives centre near 1; some results filed as inactive read as strong as hits
V1R ag counter: agonists of human V1a receptor, primary screen, counter-screen for OXTR agonist project, fluorescence, CHO-V1R cells; Vasopressin V1a receptor (Homo sapiens), P37288; hit rate 0.25% among 320,000; activation, % at 3 µM; Fluo-8 calcium fluorescence, agonist mode; 0% DMSO, 100% 3 nM vasopressin;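 active means activation above the mean activation of all tested compounds plus 3 SD, per screening run, cut at about 20% in these data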;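 further: signal is peak over basal fluorescence ratio across a 100 second FLIPR read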
GalR3 antagonist: GalR3 antagonists in HEK293 cells, primary screen, cell-based, fluorescence readout; Galanin receptor type 3 (Homo sapiens), O60755; HEK293 GalR3-CNG cAMP membrane potential fluorescence; galR3 body fused to GalR1 C-terminus; inhibition, % at 3 µM; hit rate 0.44% among 360,000;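 active means inhibition above the screen-wide average plus 3 SD, cut at about 13% in these data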;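 further: forskolin and galanin both at EC90 stimulate the cells; cAMP rise reported by CNG channel membrane potential dye signal; 0% = forskolin plus galanin with DMSO and 100% = forskolin alone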
Target sequence (O60755 1-299 limits assumed): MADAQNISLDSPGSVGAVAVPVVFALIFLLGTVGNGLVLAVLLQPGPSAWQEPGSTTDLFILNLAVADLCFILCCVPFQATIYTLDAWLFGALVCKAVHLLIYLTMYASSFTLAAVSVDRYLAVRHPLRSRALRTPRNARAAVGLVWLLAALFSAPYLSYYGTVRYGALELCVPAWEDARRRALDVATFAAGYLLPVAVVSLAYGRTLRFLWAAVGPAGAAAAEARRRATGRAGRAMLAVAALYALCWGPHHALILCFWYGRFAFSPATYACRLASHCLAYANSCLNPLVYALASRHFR
GPR7 antag: GPR7 receptor antagonists, primary screen, cell-based, fluorescence, single concentration; Neuropeptides B/W receptor type 1 (Homo sapiens), P48145; GPR7-expressing cells, fluorescence antagonist assay; inhibition, % at 4.4 µM; hit rate 1.1% among 290,000; AID 1861, 2009; in the data active means inhibition above about 16%, passing the limit was not always enough;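 further: cells stimulated with the agonist NPW; 0% = agonist with vehicle and 100% = vehicle without agonist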
Target sequence (P48145 whole entry, looked up): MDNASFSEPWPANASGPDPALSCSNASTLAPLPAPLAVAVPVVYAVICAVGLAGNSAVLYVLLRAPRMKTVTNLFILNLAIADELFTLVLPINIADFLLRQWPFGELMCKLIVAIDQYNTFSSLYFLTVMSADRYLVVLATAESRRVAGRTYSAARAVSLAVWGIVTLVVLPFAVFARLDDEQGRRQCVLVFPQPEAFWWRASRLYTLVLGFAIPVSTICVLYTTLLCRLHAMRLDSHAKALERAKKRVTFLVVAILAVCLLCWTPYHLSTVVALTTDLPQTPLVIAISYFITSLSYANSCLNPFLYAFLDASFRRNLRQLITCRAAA
NALP1 yeast inh: NALP1 inflammasome inhibitors in reconstituted yeast, colorimetric, S. cerevisiae, triplicate retest | S. cerevisiae NALP1/ASC/caspase-1 growth, X-gal OD620, 72 h | inhibition, % at 10 µM | hit rate 0.61% among 280,000; in the data active means inhibition mostly above about 24%, no sharp cut-off; inactive means mostly below about 32%; further: some compounds called inactive have numbers as strong as hits
An asterisk follows results filed as active; / = not tested or not shown.

SMILES | MEKK2wt PB1 HTS | OXTR ag | OXTR potentiate | PfM18AAP inh | MEKK2mut PB1 HTS | V1R ag counter | GalR3 antagonist | GPR7 antag | NALP1 yeast inh
CC(=O)c1c(C)[nH]c(C(=O)OCC(=O)Nc2cc(Cl)ccc2[N+](=O)[O-])c1C | 111 | 11 | -17 | -4 | 9 | 9.2 | 93* | 0 | 29
COc1cccc(C(=O)NC(Cc2ccccc2)c2ccc3c(c2)OCCCO3)c1 (configuration not stated) | 96 | 0.4 | -3 | -5 | 1 | 1.1 | -7 | 5 | 20
CC(C)Cc1ccc(CN2CCCC(NC(=O)Cn3cnnn3)C2)cc1 (configuration not stated) | 124 | 0.8 | -4 | -4 | 14 | 1.9 | -2 | -4 | -3
Cc1c(C(=O)N/N=C/c2cccs2)nnn1-c1nonc1N | 96 | 1.5 | -6 | 3 | 3 | 0.6 | 5 | 3 | -12
CC(=O)c1ccc(OCC(O)CN2CCN(CC(O)COc3ccc(C(C)=O)cc3)CC2)cc1 (configuration not stated) | 100 | 2.0 | -1 | -9 | 7 | 5.9 | -3 | 13 | 6
CC(=O)c1cccc(NC(=O)N2CC(C)OC(C)C2)c1 (configuration not stated) | 105 | 1.2 | 4 | -18 | 2 | 1.6 | 2 | -17 | 4
COC(=O)c1ccc(CSc2nc(C(F)F)cc(C)c2C#N)o1 | / | 2.2 | -6 | / | / | 3.1 | 0 | / | /
CCOC(=O)COc1ccc(Br)cc1C1NC(=O)NC(C)=C1C(=O)NCc1ccccc1 (configuration not stated) | 89 | 0.0 | -6 | 3 | -8 | -0.8 | -7 | -2 | 3
CC(Sc1ccccc1)C(=O)NNC(=O)c1ccncc1 (configuration not stated) | / | 1.9 | 4 | / | / | 0.0 | -3 | / | /
Nc1ccc(-c2nnc(-c3ccc(N)cc3)o2)cc1 | 93 | -0.8 | -15 | 9 | -7 | 0.5 | -7 | 16 | 28
CCOC(=O)CSc1nnc(-c2ccncc2)o1 | 107 | 0.6 | -11 | 6 | 3 | 0.5 | -3 | -9 | -10
COc1ccccc1CNC(=O)CN1C(=O)c2ccc([N+](=O)[O-])cc2C1=O | 100 | -1.1 | -2 | -9 | 3 | -0.6 | -4 | -7 | 6
C=CCNc1nc(-c2sc(NC(C)=O)nc2C)cs1 | 105 | -1.7 | -6 | 14 | 6 | 0.3 | -7 | -4 | 0
CCOC(=O)CNC(=S)N(CCCN1CCCCCC1)Cc1cccs1 | 100 | 0.1 | 4 | -6 | 7 | 0.0 | -8 | 7 | 15
CCc1cc(C(=O)N(CC(C)C)c2c(N)n(Cc3ccccc3)c(=O)[nH]c2=O)sc1C | / | -0.6 | -5 | / | / | 1.5 | 2 | / | /
O=C1c2cccc3cccc(c23)C(=O)N1CCN1CCN(CC(O)COc2ccc3ccccc3c2)CC1 (configuration not stated) | 149* | 0.2 | -3 | -8 | 5 | -1.2 | -6 | -9 | 22
O=C(CCn1cccc1)NCc1ccccc1 | 98 | -0.6 | -13 | 2 | 1 | -0.1 | -3 | 2 | -28
CCCCOc1ccc(-c2csc(N)n2)cc1[N+](=O)[O-] | 99 | -2.8 | -8 | 2 | -2 | 0.8 | -2 | -4 | -16
Cc1cc(=O)oc2c3c(cc(OCC(=O)NCc4ccccn4)c12)OC(C)(C)CC3 | 97 | 0.4 | -9 | 7 | 0 | 0.7 | -4 | 10 | -66
COc1ccc(C(=O)NC(=S)Nc2ccc3c4c(cccc24)CC3)cc1OC | 100 | -1.0 | -10 | -5 | -2 | 0.4 | -5 | -12 | 25
Cc1[nH]c(=O)c(C(=O)c2cc(Cl)ccc2O)cc1C(=O)O | 100 | 0.7 | -5 | 2 | 0 | 1.5 | 1 | -7 | 13
Cc1ccc(Cn2nc(C)c(NC(=O)CSc3nc4c(c(C(F)(F)F)n3)CCc3ccccc3-4)c2C)cc1 | 99 | 0.2 | -1 | -4 | 11 | -0.1 | -7 | -5 | 43
CCCn1cc(S(=O)(=O)c2ccccc2)c(=O)c2cc(OCC)ccc21 | 101 | -0.9 | -4 | -2 | -3 | -0.6 | -1 | -1 | 10
Nc1nonc1C(=O)NCCc1ccccc1 | 102 | -0.1 | -2 | -7 | 4 | -0.5 | 1 | 9 | -22

Two entries picked at random from those above, as already listed:
SMILES | MEKK2wt PB1 HTS | OXTR ag | OXTR potentiate | PfM18AAP inh | MEKK2mut PB1 HTS | V1R ag counter | GalR3 antagonist | GPR7 antag | NALP1 yeast inh
Cc1[nH]c(=O)c(C(=O)c2cc(Cl)ccc2O)cc1C(=O)O | 100 | 0.7 | -5 | 2 | 0 | 1.5 | 1 | -7 | 13
CCOC(=O)CSc1nnc(-c2ccncc2)o1 | 107 | 0.6 | -11 | 6 | 3 | 0.5 | -3 | -9 | -10

Following part
SMILES | MEKK2wt PB1 HTS | OXTR ag | OXTR potentiate | PfM18AAP inh | MEKK2mut PB1 HTS | V1R ag counter | GalR3 antagonist | GPR7 antag | NALP1 yeast inh
O=C(Cc1c(F)cccc1Cl)N1CCOCC1 | 97 | -0.2 | -6 | 2 | -1 | 0.7 | -6 | -5 | -1
COc1ccc(CCNC(=O)COc2ccc(S(=O)(=O)N3CCOCC3)cc2)cc1 | 98 | -0.6 | -6 | -15 | 3 | 0.8 | -10 | -2 | /
CCN(C(=O)c1cccnc1SC)C12CC3CC(CC(C3)C1)C2 | 98 | -1.5 | -6 | 1 | 6 | -1.1 | -11 | -2 | 6
CC(C)(CO)N1CCN(C(=S)Nc2ccccc2)CC1 | 106 | -0.6 | -15 | -7 | 4 | 0.0 | -6 | 2 | -12
Nc1c(Cl)cc(C2=NCCn3nc4ccccc4c32)cc1Cl | / | -0.4 | 1 | / | / | 0.1 | -3 | / | /
O=S(=O)(c1ccccc1)N1CCCC1c1nc2ccccc2s1 (configuration not stated) | 99 | -2.0 | -15 | 3 | 1 | -1.4 | -3 | -12 | 5
CCOCCCNc1nc2c(C)cccn2c(=O)c1/C=C1\SC(=S)N(CC(C)C)C1=O | / | 1.3 | -14 | -3 | / | 1.4 | -1 | 1 | 7
Cc1ccc([N+](=O)[O-])cc1NC(=O)C1CCN(S(C)(=O)=O)CC1 | 102 | 0.2 | -7 | -13 | -2 | -0.1 | 0 | -4 | 32
CN(CC(=O)NCC1CCCO1)S(=O)(=O)c1cc(Cl)ccc1Cl (configuration not stated) | 109 | -0.7 | -5 | -10 | 1 | -0.2 | -4 | -3 | -19
N/C(=N\OC(=O)Cc1cccs1)c1ccc(Br)cc1 | 94 | -2.3 | -3 | 1 | -3 | -0.9 | -6 | 1 | 21
COc1ccc(CN(C)C(=O)c2ccccc2OCc2c(C)noc2C)c(OC)c1 | / | 0.6 | -6 | / | / | 1.9 | -1 | / | /
O=[N+]([O-])c1ccccc1Sc1nccn1Cc1ccccc1 | 110 | -2.2 | -4 | -2 | 5 | 0.3 | 0 | 8 | 21
Cc1cc(NC(=O)C23CC4CC(C2)CC(n2cnc([N+](=O)[O-])n2)(C4)C3)no1 | 107 | 0.4 | -11 | 0 | -1 | 0.8 | -1 | -5 | 30
O=C(CC1S/C(=N/N=C/c2cccs2)NC1=O)Nc1ccc(Cl)c(Cl)c1 (configuration not stated) | 108 | 0.4 | -4 | -1 | 17 | 0.5 | 4 | -6 | 19
Cc1ccc2nc(NCC(=O)NN)nc(-c3ccccc3)c2c1 | 100 | 0.1 | -10 | 3 | 4 | -1.3 | -1 | -19 | 4
N#CC1=C(N)OC2=C(C(=O)CCC2)C1C1CC=CCC1 (configuration not stated) | 102 | -1.2 | -8 | 8 | 6 | -0.6 | 7 | -16 | -4
Cc1c(Br)c([N+](=O)[O-])nn1CC(=O)Nc1cccc2nonc12 | 98 | 3.2 | -4 | 1 | -1 | 1.2 | -2 | -3 | 17
O=C(CNC(=O)c1ccc(OC(F)F)cc1)Nc1cccc(S(=O)(=O)N2CCCC2)c1 | / | -1.6 | -2 | / | / | -0.9 | -3 | / | /
COCCNc1nc(N)c([N+](=O)[O-])c(Nc2ccc(F)cc2)n1 | 102 | / | / | 7 | 4 | / | -8 | -18 | -8
CCC(C)C(NC(=O)OC(C)(C)C)C(=O)NC(CC(C)C)C(N)=O (configuration not stated) | 105 | -0.7 | -14 | -3 | 2 | 1.1 | 4 | -8 | 6
COCCNCC(=O)N1CCCCCC1 | 109 | 1.5 | 0 | 3 | 1 | 1.6 | -2 | -4 | -3
Nc1nonc1-n1nnc(C(=O)N/N=C/c2ccc(Cl)cc2Cl)c1CN1CCOCC1 | 100 | 0.0 | -3 | 3 | -3 | 0.4 | -4 | -14 | -8
COc1ccc(NC(=O)Nc2ccc(OC)cc2)cc1 | / | 0.1 | -7 | -3 | / | 0.6 | -5 | -10 | -4
COc1ccc(C)cc1NS(=O)(=O)c1ccc2c(c1)CCN2C(C)=O | 102 | 9.8 | -19 | 3 | 3 | 10 | -12 | -6 | 4
CC/C=C(/NC(C)=O)c1ccccc1 | / | 0.4 | -3 | / | / | 0.4 | -8 | / | /
COc1cc(OC)nc(N/N=C(\c2ccccc2)c2ccncc2)n1 | 100 | -2.2 | 2 | 9 | -2 | -1.0 | -2 | -8 | -4
CN(Cc1ccccc1)C(=O)COC(=O)c1ccc(Br)o1 | / | -0.7 | -5 | / | / | -0.7 | -1 | / | /
CC(C)(C)c1nc2ccccc2c2nnc(SCC(=O)Nc3nccs3)n12 | 93 | -0.7 | -7 | -13 | -4 | -0.7 | -2 | -3 | 1
CCOC(=O)CC1=C(C(=O)OCC)C(c2ccncc2)C(C#N)=C(N)O1 (configuration not stated) | 105 | / | / | 8 | 8 | / | -3 | -16 | 7
COC(=O)CCCn1nc(NC(=O)COc2ccc(F)cc2)cc1C | 97 | 1.0 | -8 | -11 | -3 | -0.4 | -3 | 6 | 17
Cc1cc2cc(CNS(=O)(=O)c3ccc4ccccc4c3)ccc2n1C | 96 | -1.2 | -8 | 4 | 2 | 0.9 | / | -14 | 33
COc1ccc(C(=O)N/C(=C\c2ccccc2)C(=O)N2CCOCC2)cc1 | 101 | 0.5 | -8 | 0 | 3 | 0.6 | 0 | -16 | 8
O=C(c1ccccn1)c1ccc2ccccc2n1 | 89 | -0.3 | 4 | -17 | -23 | 0.4 | -4 | -12 | /
Cc1ccn2c(CNCC3COCCO3)c(C(=O)N3CCCCCC3)nc2c1 (configuration not stated) | 96 | 0.3 | -11 | -9 | -2 | 0.5 | 1 | -12 | -1
Cc1ccc2c(c1)c1c3n2CC(=C2C(=O)OC(C)(C)OC2=O)NC3CCC1 (configuration not stated) | 95 | -0.9 | 1 | 1 | -4 | 0.5 | -1 | -6 | /
O=C(c1cccs1)N1CCN(S(=O)(=O)Cc2ccccc2)CC1 | 98 | 0.7 | -9 | 5 | 2 | 1.3 | -2 | -1 | 2
